# Screens from PubChem BioAssay.
# BL2 CD40 inh – CD40 pathway inhibition in BL2 cells. 83,000 tested, 0.94% active. BL2 NF-kB luciferase reporter, CD40L-induced, 4 h. AID 1053188. inhibition, % at 10 µM;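 active = mean inhibition of at least 50% with a set share of replicates also reaching that level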;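 note: 0% = neutral control wells and 100% = IKK inhibitor VII at 50 µM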
# * = called active by the depositor; & = joins results of further samples; [ ] = dose if it differs, or a comment. Not all compounds are listed; the hit share may differ from the screen's.
SMILES,BL2 CD40 inh
O=S(=O)(c1ccccc1)N1CC[C@H]2[C@H](CO)Nc3ccc(-c4ccccc4F)cc3[C@H]21,-7
O=C(NCc1nnnn1-c1ccc(F)cc1)c1ccc2ccccc2c1,-2
CC(O)CSc1nc2c(c(=O)[nH]c(=O)n2C)n1CC(O)COc1ccccc1 (stereo not drawn),10
CC(C)c1cc(C(=O)O)n[nH]1,7
Cc1cc2c(cc1C)C(c1ccsc1)CC(=O)N2 (stereo not drawn),-4
CCOc1ccc2oc(C(=O)NC3CC(C)(C)NC(C)(C)C3)c(C)c2c1,-3
Cn1c(CCNC(=O)c2ccco2)nc2ccccc21,3
O=C(NC1CCSc2ccccc21)c1cccc(S(=O)(=O)N2CCOCC2)c1 (stereo not drawn),5
Cc1nc(N)sc1C(=O)NN,-19
O=C(NCC(c1ccccc1Cl)N1CCCC1)c1ccc(N2CCCC2=O)cc1 (stereo not drawn),-48
COc1cc(OC)cc(C(=O)OCC(=O)Nc2ccc3[nH]c(=O)[nH]c3c2)c1,4
O=C(Nc1ccccc1Cc1ccccc1)C1CC(=O)N(c2ccc3c(c2)OCCO3)C1 (stereo not drawn),30
O=C(CCc1nnc(CCC2CCCCC2)o1)NCCc1cccnc1,-1
CC(=O)Nc1cc(C(=O)N2CCCC2)ccc1Sc1ccc(C)cc1,10
O=C1N(Cc2cccc(Cl)c2)C[C@@H]2C[C@@H](c3ccco3)N3CCC[C@@]123,3
O=C1OC(c2ccc(Cl)cc2)=N/C1=C\C=C\c1ccco1,-14
CN(CCNC(=O)c1c[nH]c2c1ccc1ccccc12)CCNC(=O)c1c[nH]c2c1ccc1ccccc12,-37
Cc1cccc(S(=O)(=O)Nc2ccc3c(c2)OCCO3)c1,2
COCC(=O)NC[C@H]1N[C@H](CO)[C@H]1c1ccc(C2=CCCC2)cc1,-12
N#Cc1nc(COc2cccc(Cl)c2)oc1N1CCN(c2ccccc2)CC1,7
O=C(CC1C(=O)NCCN1Cc1ccc(F)cc1)NC1CCCCCCC1 (stereo not drawn),17
CCOC(=O)C1(Cc2cccc(Cl)c2)CCCN(C(=O)C2CC2)C1 (stereo not drawn),-25
COCc1cc(S(=O)c2ccc(Cl)cc2)nc(C)n1 (stereo not drawn),40
O=C(c1nc2ccccc2s1)N1CCN(c2ccccn2)CC1,-43
O=C(COC(=O)C1(c2cccc(F)c2)CCCC1)NCc1ccc2c(c1)OCO2,15

# (listing goes on)
SMILES,BL2 CD40 inh
Cc1c(C(=O)Nc2ccc(F)cc2)oc2ccc(S(=O)(=O)N3CCCC3)cc12,5
O=C(CSc1nc2ccccc2c(=O)n1CCCN1CCOCC1)Nc1ccccc1OC(F)F,1
CCn1c(=N)n(CC(=O)C(C)(C)C)c2ccccc21,2
COc1ccccc1NC(=O)c1ccc(CS(=O)(=O)c2ccc(C)cc2)cc1,16
Cc1ccccc1-c1nnc(SCC(=O)Nc2cccnc2Cl)o1,-7
Cn1cnc2c1c(=O)n(CC(O)CO)c(=O)n2C (stereo not drawn),2
O=C1COc2ccc(-c3csc(NCCc4ccccc4)n3)cc2N1,-31
O=C(c1cc(Cl)nc2ccccc12)N1CCN(S(=O)(=O)c2cccc(C(F)(F)F)c2)CC1,-1
CC(=O)n1nc(-c2cccnc2)nc1NCc1cccs1,-3
O=[N+]([O-])c1cnc(Sc2ccncn2)c([N+](=O)[O-])c1,-1
COc1ccc(OC)c(-c2nc(CN3CCCCC3c3cccnc3)c(C)o2)c1 (stereo not drawn),11
COc1ccc(-c2ccc3n(c2=O)C[C@H]2[C@H](CO)[C@@H](C(=O)NCC4CC4)N(C(=O)NC(C)C)[C@@H]32)cc1,-7[25 µM]
COc1ccc(S(=O)(=O)N2CCCCCC2)cc1NC(=O)c1ccccc1F,6
CCN(c1ccc(NC(=O)COC(=O)/C=C/c2ccco2)cc1)C(C)C,-18
O=C(c1cccc(N2C(=O)c3ccccc3C2=O)c1)N1CCCC(C(F)(F)F)C1 (stereo not drawn),20
CCN(CC)C(=O)c1cccc(-c2csc(C(O)c3ccco3)n2)c1 (stereo not drawn),-22
COc1ccc2nc3cc([N+](=O)[O-])ccc3c(NNc3ccc([N+](=O)[O-])cc3)c2c1,-4
COc1ccc(NC(=O)N2CC[C@@H]3[C@H]2c2cc(C4=CCCCC4)ccc2N(C)[C@H]3CO)cc1,5[25 µM]
CC(=O)Nc1ccc(S(=O)(=O)O)c(OC(C)=O)c1,-1
O=C(CC1C(=O)NCCN1C/C=C/c1ccccc1)NCCc1ccncc1 (stereo not drawn),1
Cc1ccc(C(=O)N(CC(=O)NC2CCCCC2)c2ccccc2F)s1,6
Cc1ccc2[nH]c3c(c2c1)CCC3=O,0
CCCC#Cc1ccc([C@@H]2[C@@H](CO)N3C(=O)CN(C(=O)c4cccnc4)C[C@@H]23)cc1,-20[25 µM]
O=C(c1ccc(S(=O)(=O)N2CCCCCC2)cc1)N(c1ccccn1)C1CCCCC1,1
CCC(C)[C@H](NC(=O)NCc1ccco1)C(=O)O (stereo partly drawn),3

# Exported with the structure last: part of the list above.
BL2 CD40 inh	compound
1	O=C(CSc1nc2ccccc2c(=O)n1CCCN1CCOCC1)Nc1ccccc1OC(F)F
2	CCn1c(=N)n(CC(=O)C(C)(C)C)c2ccccc21
16	COc1ccccc1NC(=O)c1ccc(CS(=O)(=O)c2ccc(C)cc2)cc1
-7	Cc1ccccc1-c1nnc(SCC(=O)Nc2cccnc2Cl)o1
2	Cn1cnc2c1c(=O)n(CC(O)CO)c(=O)n2C (stereo not drawn)
-31	O=C1COc2ccc(-c3csc(NCCc4ccccc4)n3)cc2N1
-1	O=C(c1cc(Cl)nc2ccccc12)N1CCN(S(=O)(=O)c2cccc(C(F)(F)F)c2)CC1
-3	CC(=O)n1nc(-c2cccnc2)nc1NCc1cccs1
-1	O=[N+]([O-])c1cnc(Sc2ccncn2)c([N+](=O)[O-])c1
11	COc1ccc(OC)c(-c2nc(CN3CCCCC3c3cccnc3)c(C)o2)c1 (stereo not drawn)
-7[25 µM]	COc1ccc(-c2ccc3n(c2=O)C[C@H]2[C@H](CO)[C@@H](C(=O)NCC4CC4)N(C(=O)NC(C)C)[C@@H]32)cc1
6	COc1ccc(S(=O)(=O)N2CCCCCC2)cc1NC(=O)c1ccccc1F
-18	CCN(c1ccc(NC(=O)COC(=O)/C=C/c2ccco2)cc1)C(C)C
20	O=C(c1cccc(N2C(=O)c3ccccc3C2=O)c1)N1CCCC(C(F)(F)F)C1 (stereo not drawn)
-22	CCN(CC)C(=O)c1cccc(-c2csc(C(O)c3ccco3)n2)c1 (stereo not drawn)
-4	COc1ccc2nc3cc([N+](=O)[O-])ccc3c(NNc3ccc([N+](=O)[O-])cc3)c2c1
5[25 µM]	COc1ccc(NC(=O)N2CC[C@@H]3[C@H]2c2cc(C4=CCCCC4)ccc2N(C)[C@H]3CO)cc1
-1	CC(=O)Nc1ccc(S(=O)(=O)O)c(OC(C)=O)c1
1	O=C(CC1C(=O)NCCN1C/C=C/c1ccccc1)NCCc1ccncc1 (stereo not drawn)
6	Cc1ccc(C(=O)N(CC(=O)NC2CCCCC2)c2ccccc2F)s1
0	Cc1ccc2[nH]c3c(c2c1)CCC3=O
-20[25 µM]	CCCC#Cc1ccc([C@@H]2[C@@H](CO)N3C(=O)CN(C(=O)c4cccnc4)C[C@@H]23)cc1
1	O=C(c1ccc(S(=O)(=O)N2CCCCCC2)cc1)N(c1ccccn1)C1CCCCC1
3	CCC(C)[C@H](NC(=O)NCc1ccco1)C(=O)O (stereo partly drawn)

# (listing goes on)
SMILES,BL2 CD40 inh
CC1CCCC(C)N1S(=O)(=O)c1ccc(NC(=O)CCN2C(=O)C3CC=CCC3C2=O)cc1 (stereo not drawn),-1
COc1cccc(CN2[C@@H](CO)[C@@H]3c4ccccc4N(C(=O)c4cccnc4)C[C@@H]32)c1,3
O=C(Nc1ccc(N2CCCCCC2)cc1)c1cccc(S(=O)(=O)N2CCOCC2)c1,-3
Cc1ccccc1-c1ccc(C2[C@@H]3CN(C(=O)Nc4cccc(F)c4)C[C@H]2N3)cc1 (stereo partly drawn),62*[25 µM]
CN1C(=O)c2cc(NC(=O)c3cccc(F)c3)ccc2OC[C@H]2O[C@@H](CC(=O)NCc3ccccc3Cl)CC[C@@H]21,34[25 µM]
O=C(Nc1ccccc1F)N1[C@@H]2CNC[C@H]1C2c1ccc(-c2cccnc2)cc1 (stereo partly drawn),-5&-4
Cc1ccc(NC(=O)CN2C(=O)NC(C)(C3CC3)C2=O)c(C)c1 (stereo not drawn),-8
C=COCCNC(=S)N1CCOCCOCCN(C(=S)NCCOC=C)CCOCCOCC1,7
Cc1cc(C)n2c(SCC#N)nnc2n1,2
CC(C)C(=O)O/N=C1\CCS(=O)(=O)c2sccc21,13
CN(CCO)C(=O)CCC(=O)Nc1ccc(S(N)(=O)=O)cc1,6
O=c1cn[nH]c2ccc(Br)cc12,7
O=C(COC(=O)C1CC1)Nc1ccc2c(c1)OCO2,-39
NC(=NCCc1ccccc1)NS(=O)(=O)c1ccccc1,11
Cc1coc2cc3oc(=O)c(CCC(=O)O)c(C)c3cc12,-4
CCOc1ccccc1CN1CCN(Cc2ccon2)CC1CCO (stereo not drawn),-6
CC(C)(C)[S@@](=O)N1Cc2cc(C(=O)NCCc3ccncc3)nc(-c3cccc(-c4cccc(C#N)c4)c3)c2[C@H]1CCO,7[25 µM]
COCC(=O)N1C[C@H]2[C@@H](c3ccccc31)[C@H](CO)N2C(=O)c1ccncc1,-7[25 µM]
COc1ccc(S(=O)(=O)N2CCCC(C(=O)Nc3ccc4c(c3)OCCO4)C2)cc1 (stereo not drawn),5
COC(=O)c1sccc1-c1ccc(C(=O)Nc2cccnc2)o1,-74
Cc1ccccc1S(=O)(=O)N1CC[C@@H]2[C@H](CO)Nc3ccc(-c4ccc(F)cc4)cc3[C@@H]21,9[25 µM]
C[C@@H](O)C#Cc1ccc([C@@H]2[C@@H](CO)N3CCCCN(C(=O)c4ccc5c(c4)OCO5)C[C@@H]23)cc1,-5[25 µM]
CCN(CC(=O)NCc1cccs1)C(=O)c1cccc(S(=O)(=O)N(CC)c2ccccc2)c1,5
CN1C[C@H]2[C@@H](c3ccccc31)[C@@H](CO)N2Cc1ccccc1F,-5[25 µM]
O=C(C[C@H]1CC[C@@H](NS(=O)(=O)c2ccc(F)cc2)[C@H](CO)O1)N1CCN(c2ccccc2)CC1,6[25 µM]

# Later entries.
SMILES,BL2 CD40 inh
CCCCC(=O)Nc1ccc(C(=O)Nc2nnc(COC)s2)cc1,-5
Cc1ccccc1NS(=O)(=O)c1ccc(C(=O)NCCCN2CCOCC2)cc1,-10
O=C1C(C=Nc2ccccc2O)=C(O)c2ccccc21,38
O=C(NC1CCCC1)C1CC(c2ccc(F)cc2)=NO1 (stereo not drawn),-63
C[C@@H]1CN([C@H](C)CO)C(=O)Cc2cc(NC(=O)Cc3cn(C)c4ccccc34)ccc2O[C@@H]1CN(C)Cc1ccc(C(F)(F)F)cc1,3[25 µM]
Cc1nc(-c2ccccc2)nc2[nH]c(=O)n(-c3ccccc3)c(=O)c12,-44
C/C(=N\NC(=O)c1cccc(S(=O)(=O)N2CCCC2)c1)c1ccc(F)cc1,-39
COc1ccccc1C1CCN(C(=O)c2cccc([N+](=O)[O-])c2)CC1,0
CCCCn1c(N)c(N(CCOC)C(=O)COC(=O)C(C)(C)Oc2ccc(Cl)cc2)c(=O)[nH]c1=O,0
CC(=O)Nc1nc(-c2cccc3ccccc23)cs1,-13
CS(=O)(=O)NCCC1=CCCCC1,2
CCCC(=O)Nc1ccc2c(c1)C(=O)N(C)C[C@H](OC)[C@H](C)CN(Cc1ccc(F)cc1)[C@@H](C)CO2,4[25 µM]
O=C(Nc1sccc1C(=O)NCc1ccco1)c1cccnc1,21
Cn1c(Cn2cnc(Cl)c2Cl)nc2ccccc21,-5
O=C1c2cnc3nc(SCc4ccccc4)nn3c2CC2c3ccccc3CCN12 (stereo not drawn),6
Cc1cc(C)nc(NC(N)=NC2CCCCC2)n1,18
Cc1nn(C)c(C)c1S(=O)(=O)N1CCC(C(=O)NC2CCCCC2)CC1,7
C[C@@H]1CN([C@@H](C)CO)C(=O)c2cc(NC(=O)Nc3cccc4ccccc34)ccc2O[C@@H](C)CCCCO[C@H]1CN(C)Cc1ccc(C(F)(F)F)cc1,16[25 µM]
CCc1c(C)nc2c(Br)cccc2c1SCCC#N,1
O=C(COC(=O)/C=C/c1ccc(F)cc1)NC1CCS(=O)(=O)C1 (stereo not drawn),21
O=C(COc1ccccc1)Nc1nc(-c2ccncc2)cs1,5
CN(CC(=O)Nc1ccccc1C(=O)Nc1ccccc1)C1CCCCC1,-3
COc1ccc(NC(=O)CCCN2C(=O)CN(C)C2=O)c(OC)c1,0
COc1ccc(/C=C/c2nnc(NC(C)=O)s2)cc1,-94
CCC(=O)c1ccc(OCC(=O)N(CC)CC2COc3ccccc3O2)cc1 (stereo not drawn),-1

# Next part.
SMILES,BL2 CD40 inh
O=C(CN1C(=O)c2ccc([N+](=O)[O-])cc2C1=O)NCCC1=CCCCC1,-2
CN1c2ccc(-c3cccc(C#N)c3)cc2[C@@H]2[C@@H](CCN2C(=O)NC2CCCCC2)[C@H]1CO,-26
CC(Sc1cccc[n+]1[O-])C(=O)Nc1cc(Cl)c(Cl)cc1Cl (stereo not drawn),-9
Fc1ccc(CSc2nnc(-c3ccccn3)o2)cc1,-31
CCC(=O)N1[C@H](CO)[C@H](c2ccccc2)[C@H]1CN(CC1CCC1)S(C)(=O)=O,-9[25 µM]
CC(C)NC(=O)Nc1ccc2c(c1)C(=O)N(C)C[C@H](C)[C@H](CN(C)S(C)(=O)=O)O2,5
COc1ccc(NC(=O)CN(C)C(=O)Cc2ccsc2)cc1,5
CCS(=O)(=O)N1CC2(C1)[C@H](c1ccccc1)[C@H](CO)N2Cc1ccc(F)cc1,7[25 µM]
O=C(C1CCCC1)N1CC(=O)N2[C@@H](CO)[C@H](c3ccc(C#CCc4ccccc4)cc3)[C@@H]2C1,93*
O=C(O)C(=Cc1cc2c(cc1[N+](=O)[O-])OCO2)c1cc2c(cc1Br)OCO2,13
Cc1ccc2cc3cc(C(=O)N4CCN(C(=O)c5ccco5)CC4)sc3nc2c1,-49
N#Cc1ccc(C(=O)OCc2cccc(S(=O)(=O)N3CCOCC3)c2)cc1,-19
COc1ccccc1NC(=O)N1CC(=O)N2[C@H](CO)[C@H](c3ccc(-c4cccc(C)c4)cc3)[C@@H]2C1,13[25 µM]
